Compound activity as filed in PubChem BioAssay.
GPR7 antagonist: GPR7 receptor antagonists, primary screen, cell-based, fluorescence, single concentration; inhibition, % at 4.4 µM; 1.1% of 290,000 active; Neuropeptides B/W receptor type 1 (Homo sapiens), P48145; AID 1861, 2009; GPR7-expressing cells, fluorescence antagonist assay; in the data active = inhibition above about 16%, passing the limit was not always enough;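 note: cells stimulated with the agonist NPW; 0% = agonist with vehicle and 100% = vehicle without agonist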
Target sequence (P48145 whole entry, looked up): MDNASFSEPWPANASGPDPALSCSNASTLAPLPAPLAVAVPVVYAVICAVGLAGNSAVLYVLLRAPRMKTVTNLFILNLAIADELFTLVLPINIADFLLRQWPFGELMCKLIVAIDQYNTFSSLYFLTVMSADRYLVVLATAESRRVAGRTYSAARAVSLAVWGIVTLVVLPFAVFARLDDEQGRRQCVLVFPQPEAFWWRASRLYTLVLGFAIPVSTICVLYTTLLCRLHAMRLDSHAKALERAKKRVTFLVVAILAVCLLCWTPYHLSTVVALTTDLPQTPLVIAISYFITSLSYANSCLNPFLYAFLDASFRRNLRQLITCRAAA
OXTR ag: human OXTR agonists, primary screen, fluorescence, CHO-OTR cells, Fluo-8 calcium; Oxytocin receptor (Homo sapiens), P30559; AID 2435, 2010; Fluo-8 calcium fluorescence; normalized: DMSO 0%, oxytocin 100%; 0.32% of 320,000 active; activation, % at 3 µM;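 active = activation above the mean of all tested compounds plus 3 SD, cutoff set per screening run, cut at about 20% in these data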;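 note: peak over basal fluorescence ratio from a 100 s FLIPR kinetic read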
Target sequence (P30559 whole entry, looked up): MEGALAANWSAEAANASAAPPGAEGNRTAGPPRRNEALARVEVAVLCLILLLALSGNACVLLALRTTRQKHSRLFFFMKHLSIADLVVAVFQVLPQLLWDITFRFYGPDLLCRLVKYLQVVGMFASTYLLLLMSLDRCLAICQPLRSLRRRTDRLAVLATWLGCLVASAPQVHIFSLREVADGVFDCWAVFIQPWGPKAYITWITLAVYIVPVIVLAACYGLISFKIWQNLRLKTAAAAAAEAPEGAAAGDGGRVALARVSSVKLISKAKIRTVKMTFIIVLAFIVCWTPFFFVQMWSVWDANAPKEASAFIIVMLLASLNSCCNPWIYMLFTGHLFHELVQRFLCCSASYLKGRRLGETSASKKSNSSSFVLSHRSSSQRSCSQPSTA
FID counter: compounds displacing fluorescent DNA intercalator, primary screen, artefact control for HCV NS3 helicase inhibitor project, biochemical, FID fluorescence. 0.17% of 290,000 active. DNA fluorescent intercalator displacement. inhibition, % at 7.9 µM; in the data active = inhibition above about 37%;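 note: 0% = vehicle and 100% = reference compound; higher means more ethidium bromide displaced from hairpin DNA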
NALP1 yeast inh: NALP1 inflammasome inhibitors in reconstituted yeast, colorimetric, S. cerevisiae, triplicate retest. S. cerevisiae NALP1/ASC/caspase-1 growth, X-gal OD620, 72 h. inhibition, % at 10 µM. 0.61% of 280,000 active. AID 2071, 2009; in the data active = inhibition mostly above about 24%, no sharp cut-off; inactive = mostly below about 32%; note: some compounds called inactive have numbers as strong as hits
PHOSPHO1 inh: PubChem AID 1565 | inhibition, % at 13.3 µM | Phosphoethanolamine/phosphocholine phosphatase (Homo sapiens), Q8TCT1 | 1.1% of 290,000 active | recombinant PHOSPHO1, absorbance phosphatase assay; in the data active = inhibition above about 60%
Target sequence (Q8TCT1 whole entry, looked up): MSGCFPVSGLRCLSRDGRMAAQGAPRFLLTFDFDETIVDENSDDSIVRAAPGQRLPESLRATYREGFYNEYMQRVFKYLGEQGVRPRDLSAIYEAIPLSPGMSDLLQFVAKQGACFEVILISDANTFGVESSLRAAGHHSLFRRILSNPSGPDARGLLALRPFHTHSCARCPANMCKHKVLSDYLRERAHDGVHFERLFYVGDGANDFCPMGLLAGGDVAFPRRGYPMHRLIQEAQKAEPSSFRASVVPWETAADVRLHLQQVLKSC
MEKK2 WT-MEK5: modulators of MEK5 binding to wildtype MEKK2, primary screen, biochemical, multiplex bead flow cytometry, Alexa488-MEK5 | Alexa488-MEK5 binding to MEKK2 WT; actives lie on both sides | binding response (% of control), % at 10 µM | 1.1% of 290,000 active; in the data active = binding response below about 67% or above about 130%
MEKK2 mut-MEK5: MEK5 binding signal on mutant MEKK2 PB1, primary screen, biochemical, multiplex bead flow cytometry, Alexa488-MEK5 | Alexa488-MEK5 binding to MEKK2 mutant | percent response, % at 10 µM | 0.35% of 290,000 active | AID 1530, 2009; in the data active = percent response above about 24%, passing the limit was not always enough; note: inactives centre near 1; some results filed as inactive read as strong as hits; reference of the scale not given here
MEKK3 PB1 HTS: modulators of MEKK3-MEK5 PB1 binding, primary screen, biochemical, wildtype MEKK3, multiplex bead flow cytometry, Alexa488-MEK5; Mitogen-activated protein kinase kinase kinase 3 (Homo sapiens), Q99759; bead-based flow cytometry, Alexa488-MEK5 binding to MEKK3; actives lie on both sides; 0 = blocked by unlabeled MEK5, 100 = vehicle; binding response (% of control), % at 10 µM; 1.4% of 290,000 active;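 active = binding response more than 3 SD above or below the average of its plate-row segment, actives on both sides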;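 note: Alexa488 bead fluorescence after subtracting the streptavidin-only scavenger bead signal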
PfM18AAP inh: PfM18AAP inhibitors, malaria aminopeptidase, primary screen, biochemical, QFRET, recombinant enzyme; 1.2% of 290,000 active; M18 aspartyl aminopeptidase (Plasmodium falciparum 3D7); inhibition, % at 7.35 µM; H-Glu-NHMec fluorogenic cleavage;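 active = inhibition above the campaign mean inhibition over all tested compounds plus 3 SD, cut at about 28% in these data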;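 note: 0% = plate median of test compound wells and 100% = 2 mM ZnCl2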
Starred values were filed as active, the others as inactive; · = no result given.

SMILES	GPR7 antagonist	OXTR ag	FID counter	NALP1 yeast inh	PHOSPHO1 inh	MEKK2 WT-MEK5	MEKK2 mut-MEK5	MEKK3 PB1 HTS	PfM18AAP inh
COCc1nnc(NC(=O)C2CC(=O)N(CCc3ccc(F)cc3)C2)s1 (stereo unspecified)	-2	-0.1	-19	-5	31	90	-6	99	-9
C[C@H](CS)C(=O)N1CCC[C@H]1C(=O)O	-4	-1.1	-9	6	6	93	-4	85	-9
Cn1c(NC(=S)Nc2ccccc2)nc2ccccc21	-10	-1.2	-8	26	-12	109	5	110	8
Cc1cccc(CN2C(=O)c3ccccc3Sc3ccc(C(=O)NCCCN4CCOCC4)cc32)c1	8	7.9	16	5	47	114	9	100	5
CCc1ccc(Oc2coc3cc(O)ccc3c2=O)cc1	6	1.4	-11	27	38	106	3	103	-6
O=C(NCCc1csc(-c2cccnc2)n1)c1ccc(Cl)cc1	-20	-1.1	-15	2	36	103	9	112	3
Cc1cc(C)n(-c2nc3ccccc3nc2N2CCCCCC2)n1	3	-1.3	-29	21	-10	101	2	110	-3
CC(C)C[C@H](NC(=O)CCCn1nnc2ccccc2c1=O)C(=O)O	1	0.2	-11	-6	24	98	-11	96	-4
Nc1nc(O)c(Sc2ccccc2[N+](=O)[O-])c(=O)[nH]1	-6	1.0	0	4	13	102	1	102	8
COc1ccc(C)cc1Nc1nc(-c2c(C)[nH]c3ccccc23)cs1	-5	-0.6	-3	47	4	110	-1	100	-6
COc1ccc(S(=O)(=O)N2CCC(N3CCN(c4ccccc4)CC3)CC2)cc1	-6	-0.5	-1	-8	46	·	·	·	2
CNC(=O)c1cn(-c2ccc(Cl)cc2)c(=O)c2ccccc12	-8	-0.4	-4	-8	28	96	-3	104	4
O=c1cc(-c2c(F)c(F)c(F)c(F)c2F)oc2ccccc12	-17	-2.4	-1	11	9	100	1	100	-1
COc1ccc(S(=O)(=O)N(C)Cc2cccs2)cc1Br	-8	-2.2	-8	41*	22	94	-6	99	5
Cc1cccc(/C=N/NC(=O)c2cc(Br)ccc2O)n1	-5	2.8	3	8	·	102	-4	101	6
COc1ccc(-c2noc(N3CCC(C(=O)Nc4cc(OC)c(OC)c(OC)c4)CC3)n2)cc1	-10	3.9	-42	-1	38	107	10	103	2
Cc1nn(Cc2ccccc2Cl)c(C)c1NC(=O)c1noc(C(C)C)c1[N+](=O)[O-]	-9	0.9	-35	4	-1	92	-3	94	-2
O=C(Cn1c(=O)c2sccc2n(Cc2ccc([N+](=O)[O-])cc2)c1=O)NCCc1ccccc1	1	-2.0	0	10	-15	105	-1	104	3
CCOC(=O)c1cnc2c(C(F)(F)F)cccc2c1NCCCN1CCOCC1	-11	-0.5	0	·	·	105	2	105	-15
CC(=O)C1=C(O)C(=O)N(c2ccc(O)cc2)C1c1ccc(Cl)cc1 (stereo unspecified)	-8	0.1	1	5	·	106	0	104	5
COc1ccc(CN2C(=O)NC3(CCCCC3)C2=O)cc1F	-3	0.0	-5	7	-14	91	-7	94	-7
C=CCNC(=O)/C(C#N)=C\c1cc(Cl)c(OCC)c(OC)c1	-9	-1.2	-7	40	-17	108	5	106	-1
COC(=O)c1nnn(-c2cc(Cl)cc(Cl)c2)c1C(=O)OC	-20	-2.1	-8	24	3	100	6	101	-3
CCCSc1ncc(Cl)c(C(=O)Nc2ccc(S(=O)(=O)N3CC(C)OC(C)C3)cc2)n1 (stereo unspecified)	-4	-0.1	-22	14	-18	88	-6	89	10
Cn1c2c(c(=O)n(C)c1=O)CN(CCCN1CCOCC1)CN2	4	0.3	3	0	21	101	-4	101	15
SMILES	GPR7 antagonist	OXTR ag	FID counter	NALP1 yeast inh	PHOSPHO1 inh	MEKK2 WT-MEK5	MEKK2 mut-MEK5	MEKK3 PB1 HTS	PfM18AAP inh
CN(C(=O)c1ccco1)c1nnc(C23CC4CC(CC(C4)C2)C3)s1	-8	-1.2	-15	21	-14	107	5	105	8
Cc1cc(C)cc(OCC(=O)Nc2ccc(N3CCN(S(C)(=O)=O)CC3)cc2)c1	-12	0.6	-13	-10	6	100	0	100	4
O=[N+]([O-])c1ccccc1CCc1cnc(Cl)s1	0	-2.0	-2	13	46	100	3	101	-1
CCCCC(=O)Nc1cccc(NC(=O)c2cccc(Br)c2)c1	-26	0.0	-14	19	8	105	3	104	-5
CC(C)=N/N=c1\scc(C)n1Cc1ccco1	-10	-0.4	7	9	-18	107	1	113	12
CN(CC(=O)Nc1c(Cl)cccc1Cl)C(=O)CCC1CCCC1	7	-1.4	-28	11	20	104	-6	97	0
COCCNC(=O)COc1ncnc2ccc(Br)cc12	6	0.2	-5	17	6	109	5	105	-10
O=C(CN1CCN(S(=O)(=O)c2ccc(F)cc2)CC1)N1CCOCC1	-7	-0.9	-6	-5	33	108	7	99	0
C=CCn1c(CCNC(=O)c2cccs2)nnc1SCC(=O)Nc1cccc(Cl)c1C	-5	-2.1	-18	8	4	96	1	99	10
CCOc1ccc(NC(=O)Cn2sc3nc(C)cc(C)c3c2=O)cc1	-10	4.0	-3	-10	-102	96	-3	98	56*
CC(NC(=O)COc1cccnc1[N+](=O)[O-])c1ccc(Cl)cc1Cl (stereo unspecified)	-8	0.7	-6	8	28	106	9	102	1
Cc1ccc(/C=N/NC(=O)c2ccccn2)o1	-4	0.7	-7	25	4	110	13	105	5
COc1ccc(C(=O)C(CN2CCOCC2)c2ccccc2)cc1F (stereo unspecified)	35*	·	-3	41*	14	104	6	106	-5
CN(Cc1ccccn1)C(=O)c1ccc2nc(Cc3cccc(Cl)c3)oc2c1	-5	1.1	-48	-6	-10	112	8	105	0
COc1cc(OC)c(OC)cc1CNCC1COc2ccccc2O1 (stereo unspecified)	-11	1.2	5	·	·	111	12	104	-3
COc1ccc(C(=O)N/N=C/C(C)c2ccccc2)cc1OC (stereo unspecified)	8	-0.4	-1	6	-16	111	6	108	-16
CC(C)Cc1ccc(CN2CCCC(NC(=O)c3ccnn3C)C2)cc1 (stereo unspecified)	-1	3.9	2	8	33	106	4	98	0
Cc1ccc(S(=O)(=O)N2CCCC(C(=O)NCCc3ccc4c(c3)OCO4)C2)cc1 (stereo unspecified)	-3	-0.1	-23	12	-3	103	3	100	7
COc1ccccc1N1CCN(c2ccc([N+](=O)[O-])cn2)CC1	0	-0.5	-1	9	19	111	8	105	-9
Cc1c(C(=O)Nc2cccc(N(C)S(C)(=O)=O)c2)cccc1[N+](=O)[O-]	-9	0.3	8	9	37	107	4	101	3
CCOc1ccc(NC(=O)C2CCN(S(=O)(=O)c3cccnc3)CC2)cc1	-10	1.1	-7	-2	4	86	-7	84	-4
CC1CCCC(NC(=O)COC(=O)c2ccc(S(=O)(=O)N3CCOCC3)cc2)C1C (stereo unspecified)	1	2.6	-17	21	15	98	4	106	-1
COc1cc(C(=O)OCC(=O)N2CCCCC2C)cc(NC(=O)c2cccs2)c1OC (stereo unspecified)	-13	-2.8	-7	-1	8	96	-3	97	-3
C=C(C)CSc1nnc(-c2cccc(S(=O)(=O)N(C)C)c2)n1-c1cc(OC)ccc1OC	32*	-2.1	-31	35	-14	101	2	99	2
CC(=O)OC1CCC2(C)C(=CCC3C2CCC2(C)C3CC3OC4(CCC(C)CN4)C(C)C32)C1 (stereo unspecified)	6	·	-4	·	30	105	5	86	-17

One compound at a time, as listed above.
Profile of C=CCn1c(CCNC(=O)c2cccs2)nnc1SCC(=O)Nc1cccc(Cl)c1C : GPR7 antagonist: -5; OXTR ag: -2.1; FID counter: -18; NALP1 yeast inh: 8; PHOSPHO1 inh: 4; MEKK2 WT-MEK5: 96; MEKK2 mut-MEK5: 1; MEKK3 PB1 HTS: 99; PfM18AAP inh: 10
Profile of CC(C)=N/N=c1\scc(C)n1Cc1ccco1 : GPR7 antagonist: -10; OXTR ag: -0.4; FID counter: 7; NALP1 yeast inh: 9; PHOSPHO1 inh: -18; MEKK2 WT-MEK5: 107; MEKK2 mut-MEK5: 1; MEKK3 PB1 HTS: 113; PfM18AAP inh: 12

Remaining list, next part.
SMILES	GPR7 antagonist	OXTR ag	FID counter	NALP1 yeast inh	PHOSPHO1 inh	MEKK2 WT-MEK5	MEKK2 mut-MEK5	MEKK3 PB1 HTS	PfM18AAP inh
CCOC(=O)c1oc2ccccc2c1NC(=O)COc1ccc(F)cc1	-1	0.6	-3	3	26	·	·	·	-10
CCn1c2ccccc2c2n[nH]c(=S)nc21	-3	-0.5	-11	8	-109	102	7	102	7
COc1cc(/C=N\NC(=O)c2ccc(-c3ccccc3)cc2)cc(Br)c1O	-26	-0.5	-18	-8	9	92	-1	100	2
CC1(C)CC(=O)C=C(NCCO)C1	-5	0.8	0	2	6	102	5	103	4
Cc1ccc(S(=O)(=O)Oc2ccccc2/C=N/NC(=O)c2nn(C)cc2[N+](=O)[O-])cc1	14	2.1	-9	22	-2	89	-2	99	-11
CCOC(=O)c1nnn(-c2nonc2N)c1-c1cccc2ccccc12	-5	-1.3	-20	·	8	100	1	105	-1
Cc1ccc(CCNC(=O)CN(C)S(=O)(=O)c2cnc[nH]2)cc1	-10	-0.4	-2	10	-13	103	0	98	1
CCOC(=O)c1c(C)[nH]c(C(=O)COc2ccc3c(c2)OCO3)c1C	-3	4.0	-4	0	16	104	4	104	4
Cc1ccc(SCCC(=O)OCC(=O)Nc2ncc(Cl)cc2Cl)cc1	-5	-1.0	-27	-28	26	101	4	104	-3
Cc1ccc2occ(CN3CCN(c4ccccc4)CC3)c(=O)c2c1	1	-0.9	-8	-9	6	110	7	104	5
CC(C)Oc1ccc(C(=O)NCCNC(=O)c2ccco2)cc1	1	-0.3	-4	8	-17	99	-6	102	0
Cc1cc(=O)oc2cc(OCCc3ccccc3)ccc12	9	-1.3	-21	6	·	104	3	103	-1
CCCCNC(=O)O[C@@H]1C[C@H]2CCC(=O)N3CC[C@@H](C1)[C@@H]23	11	-0.1	-6	-75	4	100	-6	99	3
Brc1ccc(-c2csc3[n+]2CCCCC3)cc1	7	0.1	-2	4	-10	98	-3	102	5
NC(=O)CSc1nc2ccccc2n1-c1ccccc1	-1	-0.2	-6	-11	-26	104	1	97	1
CC(Oc1ccc(Cl)cc1Cl)C(=O)Nc1ccc2oc(-c3ccncc3)nc2c1 (stereo unspecified)	-18	0.6	-5	0	14	110	5	112	-23
COc1cccc(NC(=O)Nc2ccccc2C(N)=O)c1	-20	0.1	-2	7	32	96	1	98	-16
O=C(NCc1cccs1)c1cccc(Nc2nc3ccc(Br)cc3[nH]2)c1	10	0.7	9	27	55	116	4	104	-2
O=C(Nc1ccc(O)cc1)c1ccc2c(c1)C(=O)N(Cc1ccco1)C2=O	1	1.8	2	24	12	104	-1	103	3
CCc1ccc(OCC(=O)OCC(=O)c2c(N)n(C)c(=O)n(C)c2=O)cc1	-5	3.7	-18	-11	21	82	-11	91	-13
NC(=O)c1cc(Br)cc2c3c([nH]c12)CCCC3	-3	-1.3	-3	27	-1	103	-1	105	7
Cc1cc2c(ncn2Cc2ccccc2)c(NS(C)(=O)=O)c1C	-3	0.6	-19	28	2	98	-2	99	5
COc1ccccc1C1C2=C(N=c3s/c(=C/c4cccc(OCC(=O)O)c4)c(=O)n31)c1ccccc1CC2 (stereo unspecified)	-6	-1.2	-24	10	-2	94	-3	96	36*

As entered above.
COc1cccc(NC(=O)Nc2ccccc2C(N)=O)c1 – MEKK2 mut-MEK5: 1
CCCCNC(=O)O[C@@H]1C[C@H]2CCC(=O)N3CC[C@@H](C1)[C@@H]23 – PHOSPHO1 inh: 4
